Source: PubChem BioAssay
TAG inh = inhibitors of triacylglycerol accumulation, primary screen, cell-based, uHTS, fluorescence, H9c2; AID 651582, 2012; H9c2 cells, Nile Red lipid (TAG) fluorescence; cells loaded with 200 µM oleic acid; 230,000 compounds, 0.66% hits; inhibition, % at 12.5 µM;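 active = pattern-corrected inhibition of lipid staining of at least 50% with the nuclear-stain viability signal not falling by more than 50%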;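 note: 0% = DMSO wells and 100% = triacsin C control wells; some results filed as inactive read as strong as hits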
TAG inh DAPI viability = second read-out of TAG inh, no call of its own (marks repeat the call); DAPI nuclei signal change (viability), lower = more cytotoxic, %;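 whole-well DAPI fluorescence read on a plate reader as a viability signal; minus 50 percent equals half of cells still viable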
An asterisk follows results filed as active. This is a subset; rates above refer to the full screens.

smiles	TAG inh	TAG inh DAPI viability
COc1cnc(-c2cccc(C(F)(F)F)c2)nc1OC	-10	-5
CC(=O)c1sc(N/N=C\c2c(O)ccc3ccccc23)nc1C	25	-19
CCCC(=O)Nc1cc(C)c(NC(=O)c2ccccn2)cn1	12	-2
COc1ccc(C(=O)Cn2c(NCCCO)nc3ccccc32)cc1	4	6
CCOC(=O)/C(=N\Nc1ccccc1[N+](=O)[O-])c1csc(N)n1	9	-3
COCCn1c(SCC(=O)N2CCCC2)nc2c([nH]c3ccccc32)c1=O	4	-1
Cc1ccccc1Nc1ccc([N+](=O)[O-])cn1	12	-6
CCC(C(=O)N1CCN(S(=O)(=O)c2ccc(F)cc2)CC1)c1ccccc1 (stereo not drawn)	-2	-7
CCn1c(NCc2cc(Br)ccc2NS(=O)(=O)c2ccc(C)cc2)nc2ccccc21	-41	2
CCOC(=O)CNC(=O)N1c2ccccc2Sc2ccccc21	-6	4
Cc1ccc(-n2c(C)cc(C(=O)NS(=O)(=O)c3ccc(C)cc3)c2C)cc1	5	-4
O=C(c1cccc(C(F)(F)F)c1)C1CCCN(C(=O)CCn2cnnn2)C1 (stereo not drawn)	0	-1
c1csc(-c2nnc(N3CCOCC3)c3ccccc23)c1	-5	3
O=C(COC(=O)C1=Cc2ccccc2OC1)NCc1ccco1	1	6
Cn1c(=O)c2c(ncn2CC(=O)OCC(=O)Nc2ccc(F)cc2Cl)n(C)c1=O	2	19
CCC(C)n1c(SCC(=O)Nc2cc(C(C)(C)C)nn2-c2ccccc2)nc2ccccc2c1=O (stereo not drawn)	-2	-9
Nc1ccn(C2OC(COP(=O)(O)O)C(O)C2O)c(=O)n1 (stereo not drawn)	6	-3
CCc1cccc(CC)c1NC(=O)C1SC(=Nc2ccccc2C)C(c2nc3ccccc3s2)=C1N (stereo not drawn)	22	-7
Cc1nn(CC2CC2)c(=O)n1-c1cccc(Cl)c1	2	1
O=C(COc1ccc(Oc2ccccc2)cc1)NCc1cn2ccccc2n1	24	-18
Cc1nc2nc(C(F)(F)F)[nH]c2nc1C	4	-11
O=C(N/N=C/c1cccnc1)c1cc(-c2ccc(Br)cc2)nc2ccccc12	-2	1
Cc1ccc(SC(C)C(=O)Nc2ncn[nH]2)cc1 (stereo not drawn)	10	-3
CC(C)[C@@H]1C=C(C(=O)O)O[C@H](OCCCCO)C1	6	-5
O=C(c1ccc(CSc2ccc(Cl)cc2)cc1)N1CCCC1	-7	4
NNC(=O)c1ccc(COc2cccc3ccccc23)o1	-6	2
CC(C)(C)n1nnnc1CN1CCC(NC(=O)NC2CCCCC2)CC1	5	15
COc1ccc(CN2CCOCCOCCOCCOCCOCC2)cc1	-35	1
COc1ccc(OC)c(S(=O)(=O)Nc2ccc(-c3ccc4nncn4n3)cc2)c1	0	-5
c1ccc(-n2cc(CN3CCC(N4CCOCC4)CC3)c(-c3ccc4c(c3)OCO4)n2)cc1	-1	33
COc1cccc(COC(=O)C2CCN(S(=O)(=O)c3ccc(Cl)cc3)CC2)c1OC	1	4
O=C(COC(=O)Cc1ccc(Br)cc1)NCc1cccs1	-3	-1
N#CCC(=O)N1CC2(CC(c3cccc(NC(=O)COc4ccc(Cl)cc4)c3)=NO2)C[C@@H]1C(N)=O (stereo partly drawn)	16	12
O=C(N/N=C/c1ccc(F)c(F)c1)c1cc2c(s1)-c1ccccc1CC2	2	9
O=C(O)c1ccccc1-c1ccccc1C(=O)Nc1ccc2c(c1)C(O)c1ccccc1-2 (stereo not drawn)	6	-9
O=C(COC(=O)/C=C/c1cccc(Cl)c1)NC1CCCC1	9	-6
CCn1nc(C)cc1C(=O)n1nc(C)c(Sc2ncccn2)c1C	6	-4
CCCN(CC1CCCO1)C(=O)c1cc(COc2ccc(F)cc2F)on1 (stereo not drawn)	10	0
CN(c1ccccc1)S(=O)(=O)c1cccc(NC(=O)CCNC(=O)c2ccccc2)c1	1	-4
CCC(=O)c1ccc(OCC(=O)N2CCN(C(=O)c3ccccc3)CC2)cc1	0	-7
CCN1CCN(CCOc2ccccc2-c2ccccc2)CC1	21	17
CCN(CC(=O)Nc1cc(S(=O)(=O)N2CCCCC2)ccc1Cl)Cc1ccccc1	-26	-5
CC(C)CNC(=O)c1ccccc1NC(=O)CCSc1ccccc1	16	1
CC(=O)Nc1cccc(OCc2cccc([N+](=O)[O-])c2)c1	4	-6
COC(=O)C1=C(N)Oc2cc(C)[nH]c(=O)c2C1c1ccccc1OC (stereo not drawn)	-12	0
CC(C)[C@H](NC(=O)c1ccccc1F)C(=O)OCCN1C(=O)c2ccccc2C1=O	0	-14
COc1ccc(CN2CCNC(=O)C2CC(=O)NCCCC2CCCC2)c(C)c1C (stereo not drawn)	-14	2
Cc1ccc(C(=O)NCC(c2ccco2)N2CCc3ccccc32)cc1 (stereo not drawn)	5	-2
Cc1ccc(-n2c(SCC(=O)Nc3ccc(C(=O)O)cc3)nnc2-c2ccncc2)cc1	-11	-4
COCCNc1nc(NCCCN2CCCC2=O)c2sc(-c3ccccc3)cc2n1	19	3

More records follow.
smiles	TAG inh	TAG inh DAPI viability
Cc1nn(Cc2cccc(C(=O)NC34CC5CC(CC(C5)C3)C4)c2)c(C)c1Br	27	-21
Cn1c(=O)c2c(nc(Sc3ncccn3)n2Cc2ccc(Cl)cc2)n(C)c1=O	-38	-6
Cc1ccc(NC(=S)NCCN(C2CCCCC2)C2CCCC2)cc1C	19	-2
CCOc1ccc2c(=O)c(Oc3ccccc3OCC)coc2c1	-8	-1
CCCS(=O)(=O)NC(=O)C1(C)CCN(C(=O)c2ccc(F)c(Cl)c2)C1 (stereo not drawn)	0	4
O=S(=O)(Nc1ccc(F)cc1)N1CCCCCC1	-3	-11
CC(=O)Nc1ccc(S(=O)(=O)NCCNc2ccccc2[N+](=O)[O-])cc1	-2	-1
CN(Cc1nc(-c2cccs2)no1)CC1(N2CCOCC2)CCCCC1	-3	16
CCN(CC)CCN1C(=O)C(=O)/C(=C(/O)c2ccc(OC)cc2)C1c1ccco1 (stereo not drawn)	4	-3
O=C(O)c1ccc(N=C2SCC(=O)N2Cc2ccccc2)cc1	0	-4

Ordered by formula weight (descending): part of the list above
smiles	TAG inh	TAG inh DAPI viability
Cn1c(=O)c2c(nc(Sc3ncccn3)n2Cc2ccc(Cl)cc2)n(C)c1=O	-38	-6
CN(Cc1nc(-c2cccs2)no1)CC1(N2CCOCC2)CCCCC1	-3	16
O=C(O)c1ccc(N=C2SCC(=O)N2Cc2ccccc2)cc1	0	-4

Further entries:
smiles	TAG inh	TAG inh DAPI viability
CC1CCCC(NC(=O)COC(=O)CSc2ccc3ccccc3c2)C1C (stereo not drawn)	1	-3
OCC1(Cc2ccccc2C(F)(F)F)CCN(Cc2ccccc2)CC1	-22	14
COc1ccccc1-c1nc(=S)c(C(C)=O)c(C)[nH]1	1	0
CC(O)C(=O)N/N=C/c1cccc2ccccc12 (stereo not drawn)	5	4
COc1cc(C=O)cc(OC)c1OS(=O)(=O)c1ccc(NC(C)=O)cc1	-6	-4
c1ccc(-c2nnc3oc(-c4cccs4)nn23)cc1	6	0
Cc1ccc(/C=N/n2c(COc3ccccc3)n[nH]c2=S)o1	17	3
CCOC(=O)CSc1nnc(-c2cccnc2)n1C	-13	-2
CCOc1cc(N2CCOCC2)c(OCC)cc1NC(=O)c1c(C)noc1C	7	-6
Cc1ccc(-c2cc(-c3ccccc3)[nH]c(=S)c2C#N)cc1	-2	1

Compound profiles, from the list above. Screens in order: TAG inh | TAG inh DAPI viability
OCC1(Cc2ccccc2C(F)(F)F)CCN(Cc2ccccc2)CC1 across the screens: -22 | 14
CC(O)C(=O)N/N=C/c1cccc2ccccc12 (stereo not drawn) across the screens: 5 | 4
c1ccc(-c2nnc3oc(-c4cccs4)nn23)cc1 across the screens: 6 | 0
CCOC(=O)CSc1nnc(-c2cccnc2)n1C across the screens: -13 | -2

2 entries from above, reformatted.
Order of values: TAG inh, TAG inh DAPI viability
- Cc1ccc(/C=N/n2c(COc3ccccc3)n[nH]c2=S)o1
    17, 3
- CCOC(=O)CSc1nnc(-c2cccnc2)n1C
    -13, -2

Later entries:
smiles	TAG inh	TAG inh DAPI viability
O=C(NC1CCCCC1)c1ccc(COc2ccccc2)o1	-35	12
COc1ccccc1NC(=S)NC1CCCCCCCCCCC1	-9	5
Cc1ccc(C(=O)NCC(=O)OCC(=O)NCCc2ccccc2)s1	6	-5
CSc1ccccc1C(=O)C1CCCN(C(=O)NC(C)C)C1 (stereo not drawn)	2	5
Cc1ccccc1Oc1nnc(-c2cccs2)c2ccccc12	-3	-17
CCN(C(=O)COC(=O)CSc1ccc(C(N)=O)cc1[N+](=O)[O-])C1CCCCC1	3	8
Cc1nc(-c2ccccc2O)n(S(=O)(=O)N(C)C)n1	-6	2
CC(=O)Nc1ccc(S(=O)(=O)NCCC(=O)OC(C)C(=O)c2ccc(C)cc2)cc1 (stereo not drawn)	-24	-5
O=C(c1cccc(F)c1)N1CCN(S(=O)(=O)Cc2ccccc2)CC1	-2	6
COc1ccc(NC(=O)CSc2nccc(C)n2)cc1	1	-11
COc1ccc(-c2ccc(OC(=O)NC3CCS(=O)(=O)C3)cc2)cc1 (stereo not drawn)	0	0
C[C@H](CO)N1C[C@H](C)[C@H](CN(C)Cc2ccccc2)Oc2c(NC(=O)Nc3ccc(F)cc3)cccc2C1=O	28	-19
Cc1cccc(S(=O)(=O)N(C)C[C@@H]2OCc3cn(nn3)CCCC(=O)N([C@H](C)CO)C[C@H]2C)c1	-12	10
O=c1[nH]c(/C=C/c2ccccc2)c([N+](=O)[O-])c(=O)[nH]1	1	-4
Cc1cc(Cl)ccc1C(O)c1ncc(-c2cccc(F)c2)[nH]1 (stereo not drawn)	-11	-4
N[C@@H](Cc1ccc(O)cc1)C(=O)Nc1ccc2ccccc2c1	2	6
C#CCOCCOCCOCCNc1nc(N2CCN(C(=O)[C@H](CCCN=C(N)N)n3cc(C(N)[C@H](C)CC)nn3)CC2)nc(N2CCN(C(=O)[C@H](CCCN=C(N)N)n3cc(C(N)[C@@H](C)CC)nn3)CC2)n1 (stereo partly drawn)	-17	36
COc1cccc(C2CC(c3ccc(Cl)cc3Cl)n3nc(N)nc3N2)c1 (stereo not drawn)	-20	-8
Cc1cccc(C)c1N1C(=O)CC(N2CCN(S(=O)(=O)c3ccccc3F)CC2)C1=O (stereo not drawn)	-1	-4
CCOc1cc(C(=O)OC(C)C(=O)Nc2ccccc2OC)ccc1OCC(=O)N1CCOCC1 (stereo not drawn)	0	-8
OCCC1CN(Cc2cccc3nonc23)CCN1C1CCCCC1 (stereo not drawn)	4	4
COc1ccc(CN2C(=O)c3cccc4cccc(c34)C2=O)cc1	-16	-2
c1ccc2c(Cn3ccnc3)c[nH]c2c1	-8	9
C[C@@H]1CN([C@H](C)CO)C(=O)CCCn2nncc2CO[C@H]1CN(C)C(=O)Nc1cccc(Oc2ccccn2)c1	36	-23
Nc1nc2c(ncn2C2C[C@H](O)[C@@H](CO)O2)c(=O)[nH]1 (stereo partly drawn)	-4	-3
COc1cccc(C(C)N(C)Cc2nc(COc3ccccc3)no2)c1 (stereo not drawn)	-12	14
O=C(c1cc2ccccc2o1)N1CCN(C/C=C/c2ccccc2)CC1	-6	5
O=C(Nc1ccc(F)cc1)N1CCN(C(=O)C2CCCO2)CC1 (stereo not drawn)	-11	1
Cc1ccc(-n2cc(CNCCn3nc(C)cc3C)c(-c3ccc(F)cc3)n2)cc1	-2	25
O=C(Nc1cccc(-c2nc3cccnc3s2)c1)c1ccc(Cl)nc1	5	-3
Cc1ccsc1/C=C1/CN(C)Cc2c1nc1ccccc1c2C(=O)O	-2	3
O=C(NC1CCCC1)C(c1ccncc1)N(Cc1cccs1)C(=O)c1csnn1 (stereo not drawn)	-2	-11
O=C(NCCc1ccccc1)C1CCC(=O)N(Cc2cccc(C(F)(F)F)c2)C1 (stereo not drawn)	-1	2
COCCCNC(=O)C1CCCCN1S(=O)(=O)c1ccc(F)cc1 (stereo not drawn)	2	-12
CC1CCc2sc(C(=O)NCc3ccccn3)cc2C1 (stereo not drawn)	-1	-6
O=C(NCCC1CCCCN1S(=O)(=O)c1ccccc1)C(=O)NCc1ccccn1 (stereo not drawn)	27	-4
CCCCCNC(=O)Cc1ccc(S(=O)(=O)N2CCOCC2)s1	-7	-3
O=[N+]([O-])c1ccc(NN=C(C2CC2)C2CC2)c([N+](=O)[O-])c1	-9	1
COc1cc(CN2C[C@@H](CO)O[C@@H](n3cnc4c(NCc5ccco5)ncnc43)C2)cc(OC)c1OC	8	-10
Cc1ccc(CNCCNCCO)s1	-11	20
O=C(c1c[nH]c(C(=O)N2CCN(Cc3ccccc3)CC2)c1)C1CCCCC1	15	3
O=C(Nc1ccc2c(c1)OCCO2)NC1(C(F)(F)F)Oc2ccccc2O1	38	-17
Cc1ccccc1CSc1ncnc2ccccc12	-18	6
CCc1nc2sc3c(c2c(=O)n1NC(=O)CCl)CCCC3	-9	-8
O=C(O)c1ccc(NC(=O)c2ccccc2NC(=O)c2ccccc2Cl)cc1	-1	0
CC(C)(CN1CCN(c2ccccc2)CC1)NS(=O)(=O)c1ccccc1	-6	3
